GLP-1R agonist: GLP-1 receptor (human) agonism; HEK293 GLP-1R CRE-luciferase, luminescence, 4-6 h; cells express a hypersensitive GLP-1R form; Potency, µM (titrated, usually from 45.6 µM), without a hit: at the top dose activation, actives largely listed as activators; 0.007% of 380,000 active; AID 624172; further: potency means the concentration at half of the fitted maximal effect; % of control where 0% means no effect
Target sequence (P43220 whole entry, looked up): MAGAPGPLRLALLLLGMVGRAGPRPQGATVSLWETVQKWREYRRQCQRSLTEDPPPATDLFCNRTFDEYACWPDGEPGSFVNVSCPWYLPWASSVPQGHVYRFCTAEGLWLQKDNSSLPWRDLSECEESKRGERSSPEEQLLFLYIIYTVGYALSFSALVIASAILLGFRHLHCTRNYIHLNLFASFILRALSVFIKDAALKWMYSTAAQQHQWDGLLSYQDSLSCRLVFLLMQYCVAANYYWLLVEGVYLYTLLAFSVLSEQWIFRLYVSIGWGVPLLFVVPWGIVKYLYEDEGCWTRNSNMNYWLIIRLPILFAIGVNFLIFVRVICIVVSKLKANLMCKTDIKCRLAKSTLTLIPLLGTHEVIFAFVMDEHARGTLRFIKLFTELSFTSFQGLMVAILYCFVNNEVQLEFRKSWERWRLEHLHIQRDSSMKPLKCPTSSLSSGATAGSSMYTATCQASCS
KB-V1 cytotox: kills drug-selected multidrug resistant KB-V1 cells | AID 1347076 | 3.4% of 400,000 active | KB-V1 MDR cells viability, CellTiter-Glo, 72 h | Potency, µM (titrated, usually from 46.1 µM), without a hit: top-dose activity change, negative = cytotoxicity, most hits filed as cytotoxic; further: potency means the concentration at half of the fitted maximal effect; on the % scale 0 is the no-effect control and ±100 the full control effect; nearly all actives have a fitted effect of over 60% in size
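Luminescent ATP read-out (CellTiter-Glo, 10 min) measures survival of drug-selected KB-V1 MDR cells after 72 h, 37 degrees C compound exposure. Medium: phenol-red-free DMEM, 10% FBS. Values from fitted concentration-response curves.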
DRD3 agonist: D3 dopamine receptor (human) agonism; 0.58% of 410,000 active; D3R DiscoveRx beta-arrestin cells, luminescence, 90 min; AID 652048; max activation, %; P35462; in the data active means max activation above about 30%; further: 0% is about no effect; mostly tested at two doses, the higher about 12 µM
Target sequence (P35462 whole entry, looked up): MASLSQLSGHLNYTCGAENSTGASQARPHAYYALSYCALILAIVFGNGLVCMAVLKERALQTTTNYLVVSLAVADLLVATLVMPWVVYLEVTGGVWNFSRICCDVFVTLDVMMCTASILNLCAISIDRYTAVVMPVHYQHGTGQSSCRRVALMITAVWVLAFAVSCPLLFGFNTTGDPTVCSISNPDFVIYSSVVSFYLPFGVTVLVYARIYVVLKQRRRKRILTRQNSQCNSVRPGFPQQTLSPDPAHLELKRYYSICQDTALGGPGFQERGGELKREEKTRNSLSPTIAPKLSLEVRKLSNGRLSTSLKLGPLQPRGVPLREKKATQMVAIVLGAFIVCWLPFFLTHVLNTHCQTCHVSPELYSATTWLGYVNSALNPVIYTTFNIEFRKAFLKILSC
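Cells at 1500/well, incubated overnight, then treated with pinned compounds (dopamine as control) for 90 min at 37 degrees C. DiscoveRx reagent added for 30 - 60 minutes at room temperature; luminescence read.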
IL1B secr inh: inflammasome signaling inhibition, IL-1 beta readout. THP-1 LPS/ATP IL-1B secretion, AlphaLISA, 16 h; stronger effect = lower value. activity change, % at 57.5 µM. 4.7% of 360,000 active; in the data active means activity change below about -50%; inconclusive means mostly about -30% to -49%; further: on the % scale 0 is the no-effect control and ±100 the full control effect
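Secreted IL-1B measured by AlphaLISA bead assay after 16 h compound exposure of THP-1 cells; compounds (final up to 57.5 uM) added 1 h before LPS (250 ng/mL) and ATP (1.25 mM) stimulation; lower signal means less secretion.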
HT1080-NT tox: kills 2HG-producing HT-1080-NT fibrosarcoma cells. HT-1080-NT fibrosarcoma viability, CellTiter-Glo ATP luminescence, 48 h. Potency, µM (doses to about 46.1 µM), without a hit: at the highest dose activity, negative = less viability, hits mostly cytotoxic. 1.6% of 360,000 active. AID 686970;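 further: NT is the 2HG producing partner of a matched IDH1 knockdown line; potency means the concentration at half of the fitted maximal effect; 0% = DMSO-treated cells and -100% = media-only wells without cells; nearly all actives have a fitted effect of over 55% in size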
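Fibrosarcoma NT cells, 750 per well in 5% FBS RPMI, were exposed to compound for 48 hours. Viability: CellTiter-Glo luminescence.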
SW480 rerep: inducers of DNA re-replication in SW480 colon cancer cells; SW480 DNA re-replication, Hoechst DNA content imaging, 48 h; Potency, µM (doses to about 46.1 µM), inactives show at the top dose re-replication activation, most hits filed as activators; 1.8% of 340,000 active; further: potency means the concentration at half of the fitted maximal effect; % of control where 0% means no effect; nearly all actives have a fitted effect of over 55% in size
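First, 250 cells per well were seeded. Next, compound or vehicle (23 nL) was pinned in, plates sat 48 hr at 37 C. Finally Hoechst was added for 40 min before fluorescence scanning.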
HT1080 IDH1KD tx: HT-1080 IDH1 knockdown cell toxicity (counter line) | HT-1080 IDH1 knockdown viability, ATP luminescence, 48 h | Potency, µM (top dose mostly 46.1 µM), for inactives: at the top dose activity, negative = toxicity, hits mostly cytotoxic | 2% of 360,000 active;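 further: potency means the concentration at half of the fitted maximal effect; 0% = DMSO wells and -100% = cell-free medium wells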
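Luminescent ATP read-out (CellTiter-Glo, 10 min at room temperature) after 48 h compound exposure at 37 °C gave viability of IDH1-knockdown HT-1080 cells. Activity was normalised to DMSO and cell-free wells, then fitted as concentration-response curves.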
KB-3-1 tox: kills parental KB-3-1 adenocarcinoma cells; KB-3-1 viability, CellTiter-Glo ATP luminescence, 72 h; Potency, µM (titrated, usually from 46.1 µM), inactives show at the top dose activity change, negative = cytotoxic, usual class: cytotoxic; 1.4% of 400,000 active; further: potency means the concentration at half of the fitted maximal effect; on the % scale 0 is the no-effect control and ±100 the full control effect; nearly all actives have a fitted effect of over 60% in size
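Multi-concentration cytotoxicity screen in KB-3-1 cells grown in DMEM lacking phenol red with 10% FBS. After 72 h at 37 °C with compound, ATP-dependent luminescence was recorded.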
DRD3 antagonist: blocks the human D3 dopamine receptor; max response, negative = inhibition, %; P35462; AID 652054; 2.5% of 360,000 active; D3R cells, DiscoveRx beta-arrestin luminescence, antagonist mode; stronger effect = lower value; in the data active means max response below about -50%; inconclusive means no clear call, values can overlap the other calls; further: on the % scale 0 is the no-effect control and ±100 the full control effect; mostly tested at two doses, the higher about 12 µM
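Cells plated overnight at 1500 cells/well, then exposed to library compounds with dopamine controls for 90 minutes at 37 degrees C. DiscoveRx reagent added for 30–60 minutes at room temperature; luminescence read, quantitative HTS format.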
The depositor's hits bear a star; ? = inconclusive; · = not tested or not shown; [ ] = remark or other dose. Unless noted, the call rests on the fitted dose curve; in most records, active means well fitted curve in the direction sought with a large enough effect; inconclusive means small, poorly fitted or top-dose-only effect, or another doubt; inactive means no such curve, though single readings can be large; an effect the other way counts as inactive or inconclusive.

SMILES	GLP-1R agonist	KB-V1 cytotox	DRD3 agonist	IL1B secr inh	HT1080-NT tox	SW480 rerep	HT1080 IDH1KD tx	KB-3-1 tox	DRD3 antagonist
CCCCc1nnc(NC(=O)CCS(=O)(=O)c2ccc(Cl)cc2)s1	-2%	?	2	29	-4%[9.24 µM]	?	5%	9%	-1
Cc1cccc(C(=O)Nc2ccc(O)cc2C(=O)O)c1	1%	-19%	2	7	3%	-6%	-6%	1%	-13
CCN(CC)C(=O)NC1CCCCCCC1	0%	5%	-1	-15	6%	-13%	7%	-3%	10
CC(C)Cc1nnc(NC(=O)CCC(=O)NCCc2ccc(Cl)cc2)s1	2%	?	4	-1	7%	-5%	1%	3%	12
CCC(Oc1ccccc1)C(=O)NC1CCSC1=O (centres undefined)	4%	4%	-4	?	7%	1%	8%	1%	6
NC(=O)C(=O)N/N=C/c1c(F)c(F)c(F)c(F)c1F	-1%	12%	7	-14	10%	36%[1.84 µM]	0%	-9%	2
Cc1cc(C)n(C2CC(=O)N(c3cc(Cl)cc(Cl)c3)C2=O)n1 (centres undefined)	-4%	6%	2	0	0%	-6%	5%	-2%	22
CCCCn1nnnc1NCc1ccc(N(CC)CC)cc1	2%	0%	-4	13	-5%	1%	-26%	?	9
Cc1nn(C)c(C)c1NC(=O)CSc1nc(C2CC2)nc2c1cnn2-c1ccccc1	4%	-10%	3	41	-1%	10%	-10%	-23%	2
CCOC1(/N=C(\C)NS(=O)(=O)c2ccc(Cl)cc2)C(C)=CC(=O)C=C1C	1%	0%	1	5	5%	3%	14%	11%	-13
NC(=O)C1CCCN(S(=O)(=O)c2ccc3ccccc3c2)C1 (centres undefined)	-1%	-5%	-20	24	-10%	-11%	2%	-4%	0
COc1ccc(OC)c(S(=O)(=O)Nc2ccc(OCC(=O)O)cc2)c1	-6%	30%	-1	18	4%	-2%	9%	11%	2
O=C(/C=C1\OCc2ccccc21)OCc1ccccc1	·	-10%	-1	-10	7%	·	9%	6%	20
COc1ccc(S(=O)(=O)N2CCCCC2)cc1NC(=O)C1CC(=O)N(Cc2ccco2)C1 (centres undefined)	5%	9%	2	-1	2%	-1%	-2%	16%	8
Fc1ccccc1CSc1nc2ncccc2[nH]1	10%	14%	7	-6	-4%	0%	-8%	13%	15
Cc1ccc(-c2cc(C(=O)NCc3ccccn3)no2)cc1	-1%	-1%	-3	-4	9%	?	2%	-1%	6
Cc1cc(N2C(=O)CC(Cc3ccc(Cl)cc3)C2=O)no1 (centres undefined)	-8%	?	1	-2	6%	2%	19%	12%	-15
Cn1c(=O)c2[nH]c(CCNC(=O)c3ccccc3)nc2n(C)c1=O	9%	16%	2	7	5%	1%	16%	5%	4
CCCc1nnc(NC(=O)CCC(=O)N2CCN(c3ccccn3)CC2)s1	2%	-4%	16	20	-3%	-12%	6%	2%	-20
CCCN1CCN(C(=O)c2ccc(F)c(S(=O)(=O)N3CCOCC3)c2)CC1	-7%	6%	0	-12	8%	1%	-1%	6%	11
Cc1cc(N2CCN(Cc3cn(C)nc3-c3ccccc3F)CC2)cc(C)n1	8%	-11%	-8	?	?	7.3µM*	?	6.5µM*	-5
Cc1cccc(NC(=O)CN2C(=O)NC3(CCCC3)C2=O)n1	0%	-7%	0	2	-2%	-38%[inhibitor]	0%	2%	12
Cc1ccc(C)c(OCCC(=O)OCC(=O)NCCc2ccc(S(N)(=O)=O)cc2)c1	1%	1%	12	9	6%	-16%	2%	-3%	-3
COc1ccc(S(=O)(=O)N2CCN(C)CC2)cc1	-1%	3%	-3	21	1%	?	1%	-4%	12
COc1ccc(NC(=O)COC(=O)c2ccc(S(=O)(=O)N(C)c3ccccc3OC)cc2)cc1	0%	9%	-11	0	-1%	54%	19%	1%	2

Copied from the listing, 4 compounds:
SMILES	GLP-1R agonist	KB-V1 cytotox	DRD3 agonist	IL1B secr inh	HT1080-NT tox	SW480 rerep	HT1080 IDH1KD tx	KB-3-1 tox	DRD3 antagonist
COc1ccc(S(=O)(=O)N2CCCCC2)cc1NC(=O)C1CC(=O)N(Cc2ccco2)C1 (centres undefined)	5%	9%	2	-1	2%	-1%	-2%	16%	8
Fc1ccccc1CSc1nc2ncccc2[nH]1	10%	14%	7	-6	-4%	0%	-8%	13%	15
Cc1ccc(-c2cc(C(=O)NCc3ccccn3)no2)cc1	-1%	-1%	-3	-4	9%	?	2%	-1%	6
Cc1cc(N2C(=O)CC(Cc3ccc(Cl)cc3)C2=O)no1 (centres undefined)	-8%	?	1	-2	6%	2%	19%	12%	-15

The list goes on:
SMILES	GLP-1R agonist	KB-V1 cytotox	DRD3 agonist	IL1B secr inh	HT1080-NT tox	SW480 rerep	HT1080 IDH1KD tx	KB-3-1 tox	DRD3 antagonist
CCCCCc1c(-c2cccc(OC)c2)ncn1CCc1ccccc1OC	-5%	16µM*	6	-86*	21µM*	·	?	?	29
C[C@@H]1C=C[C@](Cc2ccccc2)(C(=O)O)N1C(=O)c1ccccc1	-2%	-12%	-11	-2	-26%	-4%	-6%	-24%	0
S=C1NCCOCCOCCOCCOCCNC(=S)NCCOCCOCCOCCOCCN1	-10%	21%	-5	20	6%	-3%	11%	-4%	8
COc1ccccc1NC(=S)N(CCCN(C)C)Cc1cc2cc3c(cc2[nH]c1=O)OCO3	6%	6%	-7	-23	-3%	0%	-3%	24%	-16
Cc1ccc(NC(=O)CCC(=O)N2CCN(S(=O)(=O)c3ccc(C)cc3)CC2)cc1	1%	-1%	-11	4	9%	?	8%	14%	?
NC(c1csc(Nc2cnccn2)n1)c1ccccc1Cl (centres undefined)	-4%	-2%	5	21	-21%	·	-17%	0%	46
CCc1ccc(C#CC2=CC(=O)CC(C)(C)C2)cc1	22%	-2%	-1	?	-4%	·	-11%	-23%	-21
O=C(N/N=C/c1cccs1)c1n[nH]c2c1CCCC2	-2%	?	6	-26	21µM*	?	15µM*	?	-15
COc1ccc(Cn2c(C)nc3c(c(=O)c4ccccc4n3C)c2=O)cc1	-1%	-6%	-4	-11	-1%	-20%	-10%	4%	-6
O=C(NCc1ccco1)C1(c2ccc(Cl)cc2)CCCC1	0%	-3%	14	-11	10%[9.24 µM]	-9%	-3%	1%	-5
Cc1cc(N2C(=O)C(=O)/C(=C(/O)c3ccc(F)cc3)C2c2ccc(Cl)cc2)no1 (centres undefined)	-8%	6%	11	-7	-9%	-1%	-8%	4%	-11
CC(C)(C(=O)N1CCC1(C)C(=O)NS(=O)(=O)c1ccc(Br)cc1)c1ccccc1 (centres undefined)	-7%	5%	-1	17	6%	·	1%	0%	12
O=S(=O)(c1ccc(NC(=S)N/N=C/c2ccc(O)c(O)c2)cc1)N1CCOCC1	13%	12%	1	35	-4%	?	-3%	0%	-1
CCC(=O)Nc1nnc(CCc2ccccc2)s1	16%	-3%	-1	-2	5%	3%	3%	-1%	22
Cc1ccc(S(=O)(=O)CCC(=O)OCC(=O)N2c3ccccc3NC(=O)C2(C)C)cc1	2%	0%	1	2	14%	0%	19%	10%	8
COc1ccc(-n2c(SCC(=O)Nc3ccc(Br)cc3)nc(O)cc2=O)cc1	-1%	?	-18	-1	4%	-7%	9%	0%	-18
Cc1ccc(C(=O)NCc2nnc3c(C(F)(F)F)cc(Cl)cn23)o1	-2%	12%	-6	0	3%	-8%	-2%	-3%	-2
Cc1ccc2nc(SCC(=O)N3CCN(c4ccccc4)CC3)[nH]c2c1	0%	-15%	-7	-14	-9%	?	-11%	3%	6
Cc1onc(-c2ccccc2Cl)c1C(=O)NC(=S)NCc1cccnc1	21%	-6%	-8	2	2%	-1%	-1%	-5%	-9
COCOc1ccc(/C=C/C(=O)c2c(OCOC)cc(OCOC)c(CC=C(C)C)c2O)cc1OCOC	28%	?	42*	19	3%	-46%[inhibitor]	8%	0%	105
CSc1nc2c(c(=O)n1C)SC(C)C2 (centres undefined)	-5%	-3%	4	26	1%	-9%	12%	21%	2
O=C1c2ccccc2-c2cccc(NS(=O)(=O)c3ccc(C(F)(F)F)cc3)c21	-9%	23µM*	1	25	-5%	19%	-6%	?	22
Cc1ccc(OCC(=O)Nc2ccccc2C(=O)N2CCCC2)cc1	6%	·	-4	16	3%	3%	-1%	·	-15
CC1(C)Cc2nc3[nH]c(=S)n(-c4ccccc4)c(=O)c3cc2CO1	-8%	12%	-8	76	6%	?	7%	3%	-17
Cc1cccc(C)c1NC(=O)c1sccc1SCc1cccc(C(F)(F)F)c1	13%	?	-2	?	2%[9.24 µM]	?	?	?	41

(continued)
SMILES	GLP-1R agonist	KB-V1 cytotox	DRD3 agonist	IL1B secr inh	HT1080-NT tox	SW480 rerep	HT1080 IDH1KD tx	KB-3-1 tox	DRD3 antagonist
CCOc1cc(/C=C2/C(=N)N3OC(C)=CC3=NC2=O)ccc1OC	21%	17%	9	6	2%	-4%	3%	1%	-25
COc1ccc(C)cc1NC(=O)Nc1ccccc1	-24%	?	-27	?	0%	-5%	0%[9.24 µM]	-5%	0
COCCNCc1ccc(Cl)cc1Cl	-7%	11%	-6	-16	-1%	-11%	5%	1%	2
CC1=C(C(=O)OCc2ccccc2)C(c2ccccc2[N+](=O)[O-])NC(=O)N1C (centres undefined)	-3%	3%	12	24	6%	-2%	3%	2%	1
CCOC(=O)c1ccc(N2C(=O)c3n[nH]c(C)c3C2c2ccc(OC)cc2)cc1 (centres undefined)	5%	5.2µM*	-24	-22	?	-13%	?	-19%	-20
COc1ccccc1OCCN(C#N)c1nc(N(C)C)nc(N(C)C)n1	-1%	2%	5	-77*	5%	-4%	2%	-13%	-9
N/C(=N\OC(=O)Oc1ccccc1)c1ccc([N+](=O)[O-])cc1	-8%	2%	1	7	15%	-3%	10%	-1%	-19
CCOc1ccccc1OCCC(=O)OCC(=O)Nc1c(C)nn(-c2ccccc2)c1C	-14%	-2%	-9	19	-1%	-2%	-4%	3%	0
Cc1ccc(NC(=O)Cn2c(O)c(N=NC(N)=S)c3ccccc32)cc1	12%	-24%	4	6	?	?	?	-14%	-28

Bioassay records deposited in PubChem BioAssay by National Center for Advancing Translational Sciences (NCATS).
